Assay outcomes as filed in PubChem BioAssay.
PRMT1 FP inh: inhibitors of human PRMT1. recombinant PRMT1, activity-based probe fluorescence polarization. AID 652257. Q99873. inhibition, % at 2.79 µM. hit rate 1.3% among 370,000;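 active = inhibition above about 21% made by adding two undisclosed values, limit read from the data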
HTRA1 inhibitor: HTRA1 (human) protease inhibition; AID 504803; Q92743; inhibition, % at 5.96 µM; hit rate 0.5% among 340,000; recombinant HTRA1, FP-rhodamine activity-based probe, fluorescence polarization; in the data active = inhibition above about 36%;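 also: 0% = enzyme with DMSO and 100% = wells lacking enzyme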
Target sequence (Q92743 whole entry, looked up): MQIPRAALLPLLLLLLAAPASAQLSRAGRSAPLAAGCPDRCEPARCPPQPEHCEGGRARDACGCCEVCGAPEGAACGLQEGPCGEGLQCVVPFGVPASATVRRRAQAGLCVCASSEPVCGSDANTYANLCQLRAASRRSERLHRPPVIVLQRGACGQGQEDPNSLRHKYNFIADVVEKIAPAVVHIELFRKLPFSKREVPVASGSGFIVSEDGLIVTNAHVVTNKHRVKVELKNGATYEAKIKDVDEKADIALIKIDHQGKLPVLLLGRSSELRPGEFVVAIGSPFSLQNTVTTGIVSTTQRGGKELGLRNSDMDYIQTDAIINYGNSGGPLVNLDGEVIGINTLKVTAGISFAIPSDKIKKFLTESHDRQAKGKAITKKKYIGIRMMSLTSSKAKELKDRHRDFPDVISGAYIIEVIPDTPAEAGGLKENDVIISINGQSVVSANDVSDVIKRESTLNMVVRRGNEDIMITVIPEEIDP
LEDGF integ inh: blocks HIV-1 LEDGF/p75-dependent DNA integration; TR-FRET IN-LEDGF/p75 DNA integration, Eu/Cy5; inhibition, % at 3.7 µM; hit rate 0.64% among 370,000; AID 743269;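 active = inhibition above the screen-wide mean plus 3 SD, cut at about 13% in these data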;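 also: signal is the Cy5 over europium emission ratio at 671 and 618 nm; 0% = plate median of compound wells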
NR1D1 modulator: Rev-erb alpha (human) modulation. AID 1259318. activity, % at 10 µM. Rev-erbα–FITC-DNA binding, fluorescence polarization, 90 min. P20393. hit rate 0.79% among 370,000;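 active = activity above about 14%, limit read from the data; passing the limit was not always enough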;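 also: 0% = DMSO wells with 35 nM protein and 100% = DMSO wells with 750 nM protein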
ABHD4 inh: ABHD4 (mouse) inhibition, primary FP screen; Q8VD66; hit rate 0.54% among 370,000; purified mABHD4, FP-Rh probe fluorescence polarization; inhibition, % at 8.92 µM;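 active = inhibition exceeding the mean over every tested compound plus 3 SD, cut at about 30% in these data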;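 also: 0% = plate median of compound wells and 100% = S159A mutant with DMSO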
Target sequence (Q8VD66 whole entry, looked up): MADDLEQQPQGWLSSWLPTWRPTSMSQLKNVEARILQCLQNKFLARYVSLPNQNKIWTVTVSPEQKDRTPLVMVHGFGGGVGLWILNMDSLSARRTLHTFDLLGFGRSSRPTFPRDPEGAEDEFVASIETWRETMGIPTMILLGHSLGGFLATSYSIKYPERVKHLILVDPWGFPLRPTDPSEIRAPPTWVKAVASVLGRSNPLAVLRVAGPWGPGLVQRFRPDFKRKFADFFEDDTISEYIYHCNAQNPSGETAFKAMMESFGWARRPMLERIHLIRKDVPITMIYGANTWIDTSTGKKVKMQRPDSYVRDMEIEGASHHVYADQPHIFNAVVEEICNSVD
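Assay system: mABHD4 protein; medium: HEPES pH 7.0, NaCl, Pluronic buffer; dosing: 8.92 µM, single dose; schedule: 45 min + 60 min at 25 °C; signal: FP readout, ex 525 nm / em 598 nm; read-out: normalized percent inhibition of probe labeling; repeats: single replicate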
TCR CD3 inh: inhibitors of human TCR-CD3 interaction. TAMRA-labeled TCR probe fluorescence, biochemical. inhibition, % at 9.4 µM. hit rate 0.37% among 360,000; in the data active = inhibition above about 19%;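 also: recombinant mutant TCR 2C K166C tagged with TAMRA read by polarization; 0% = receptor in buffer alone and 100% = receptor with positive control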
rCAG RNA binder: r(CAG) repeat RNA binding. hit rate 1.3% among 370,000. TO-PRO-1 dye displacement fluorescence. inhibition, % at 3 µM;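 active = inhibition above the plate cutoff, the mean of all test compounds on that plate plus 3 SD, cut at about 35% in these data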;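 also: 0% = DMSO alone and 100% = 100 µM mitoxantrone as full dye displacement; higher means more dye released from RNA so lower well fluorescence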
SIAE inh: blocks human sialic acid acetylesterase. Q9HAT2. inhibition, % at 9.66 µM. hit rate 0.69% among 370,000. SIAE FP-Rh probe binding, fluorescence polarization. AID 1053197;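 active = inhibition above a cutoff: mean of compounds within the control limits plus 3 SD of those, cut at about 17% in these data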;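 also: 0% = plate median of compound wells and 100% = probe without SIAE protein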
PG9 binder: binds the HIV-1 gp120 antibody PG9; TR-FRET gp120-PG9 antibody binding; inhibition, % at 6.7 µM; hit rate 0.43% among 360,000; in the data active = inhibition above about 8.5%
TDP2 inh: blocks human TDP2 phosphodiesterase activity; recombinant TDP2, T5PNP hydrolysis, p-nitrophenol absorbance 415 nm; inhibition, % at 12.8 µM; O95551; hit rate 0.34% among 370,000;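 active = inhibition above the mean of all tested compounds plus 3 SD, set per campaign, cut at about 25% in these data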;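 also: 0% = DMSO with enzyme and 100% = buffer with substrate but no TDP2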
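System – recombinant human TDP2 · Amount – 120 nM TDP2 per well · Buffer or medium – Mg2+-containing Tris-HCl buffer, pH 7.5 · Reagent – T5PNP substrate, 5 mM · Dosing – 12.8 µM single point, 1% DMSO · Incubation – 2 h at 37 °C · Measured by – epi absorbance · Read-out basis – percent inhibition · Benchmarks – high control without enzyme, low control DMSO plus TDP2 · Repeats – singlicate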
* marks the source's active call; other numbers are inactive results; . = not tested or not shown. A portion of the library; rates above refer to the full screens.

SMILES	PRMT1 FP inh	HTRA1 inhibitor	LEDGF integ inh	NR1D1 modulator	ABHD4 inh	TCR CD3 inh	rCAG RNA binder	SIAE inh	PG9 binder	TDP2 inh
C=CCNc1ncnc2c1ncn2[C@H]1CN(C2CCCC2)C[C@@H](CO)O1	-2	.	3	3	-4	-2	-1	3	1.2	1
NC(=S)Nc1ccc(F)c(F)c1F	1	4	-4	0	-1	2	2	8	0.3	-13
O=C(O)COc1c(Cl)cc(/C=C2\NC(=O)NC2=O)cc1Br	1	3	1	4	1	-1	3	0	-4.4	2
Cc1cc(N2CCN(C)CC2)n2cc(-c3ccc(F)cc3)nc2n1	2	4	-1	-3	-8	0	-1	10	-2.1	-13
CCOc1ccc(C(=O)CCC(=O)Nc2ccccc2C)cc1	-2	4	-1	0	-1	6	-2	-1	0.9	4
COc1ccc(C(CNC(=O)c2ccc(NS(=O)(=O)c3ccc(F)c(C)c3)cc2)N2CCCC2)cc1 (configuration not stated)	-5	-16	3	0	2	3	13	-5	-0.9	-1
COc1ccc(NC(C)=O)cc1NC(=O)c1ccc(C#N)cc1	-3	-11	-1	6	-2	-1	3	3	0.3	5
COc1ccccc1NC(=O)c1ccc(S(=O)(=O)N2CCOCC2)cc1	3	-4	-4	-1	-4	2	-1	-5	2.5	-7
Cc1csc(CNc2ncnc3ccc(-c4cccnc4)cc23)c1	0	-19	2	0	-10	1	-1	-11	-0.6	0
Cc1nnc(SC(C)C(=O)NC2CCCCC2)[nH]c1=O (configuration not stated)	1	0	0	2	-3	7	0	1	-1.4	5
CCOC(=O)CSC1=C(C#N)C(c2ccccc2OCC)C(C(=O)OCC)C(=O)N1 (configuration not stated)	6	-1	4	1	-12	3	-4	2	1.1	-7
COC(=O)Cn1c(C(=O)N2CCCC2)cc2c1C[C@H]1CN(C(=O)c3ccccc3)[C@@](Cc3ccc(OC)cc3)(C(=O)OC)[C@@H]21	-4	.	5	1	3	6	7	2	0.3	4
Cc1ccc(C)c(NC(=O)CCc2ccc(S(=O)(=O)NC3CCCCC3)cc2)c1	-2	-5	-1	-2	-8	-2	-2	3	0.8	0
Cc1cc(Oc2ccccc2)nc(SCC(N)=O)n1	-2	1	0	-4	9	-4	-4	-3	1.6	-6
CCCCc1ccc(N=N/C(C(=O)Nc2ccc(NC(C)=O)cc2OC)=C(/C)O)cc1	-1	-9	1	-5	-5	2	2	6	0.0	8
O=C(CNCc1cccc(Cl)c1)N1CCc2ccccc2C1	-3	-2	5	1	2	4	-7	3	0.0	6
COC(=O)c1cccc(NC(=S)N2CCOCC2)c1	-4	-3	0	1	5	5	-3	-1	0.3	-2
Cc1ccc(/C=C/C(=O)OCC(=O)NCc2ccccc2)o1	1	-1	-2	7	9	0	-9	-2	0.7	14
CCCCn1nc(C(=O)NC2CCCCCC2)c2ccccc2c1=O	-4	0	0	11	-10	-1	1	2	-0.8	4
c1ccc2c(N3CCCC3)nc(-c3ccncc3)nc2c1	0	-1	3	7	0	7	0	-2	1.6	-1
O=C(Nc1cccc(S(=O)(=O)NC2=NCCC2)c1)c1ccccc1	-1	-5	2	0	-6	-4	1	-1	0.0	-6
COCCCN1C(=O)c2ccc(C(=O)OCC(=O)N(CCC#N)c3cc(C)cc(C)c3)cc2C1=O	5	-3	-2	-3	5	1	-12	-1	0.5	9
Cc1noc(C)c1C(=O)N1CCCC(C)(C(=O)NS(=O)(=O)C2CC2)C1 (configuration not stated)	-1	.	-2	-3	2	1	0	5	0.7	8
CCN(CC)c1ccc(NC(=O)CC2Oc3ccccc3NC2=O)c(C)c1 (configuration not stated)	6	-7	-3	-5	7	3	3	3	-7.3	-4
COc1ccc(Cl)cc1C(=O)NCCCn1ccnc1	-3	-1	2	0	3	3	-4	1	-2.0	-2
C=CCn1c(N)c(C(=O)OCC)sc1=S	-2	8	-1	3	-6	-6	-9	6	-0.7	-7
COc1ccccc1-c1noc2c1C(=O)N(Cc1cn(Cc3ccccc3)nn1)CC2	-2	.	0	5	-1	5	2	1	-1.6	4
CCCCNC(=O)COC(=O)c1c2c(nc3ccccc13)CCC2	1	13	2	-4	7	-3	19	-5	0.6	13
Cc1nn(Cc2c(F)c(F)c(F)c(F)c2F)c(C)c1NC(=O)c1cccc(COc2ccc(Cl)cc2)c1	2	-17	-2	2	-8	-1	3	0	-1.2	-9
Cc1cc2cc3c(cc2nc1SCc1ccc(C(=O)O)cc1)OCCO3	0	-15	-4	-3	-1	2	32	-16	-1.2	-7
Cc1ccc(SC[C@H](Cc2ccccc2)N2CCN(C)CCC2=O)cc1	-2	0	3	-2	9	3	-10	4	-0.5	-7
O=C(OCC(=O)N1CCOCC1)c1ccc(Cl)cc1[N+](=O)[O-]	2	5	3	1	-2	1	1	-1	-3.2	1
O=C(CCNC(=O)c1ccccc1)OCC(=O)c1cccc(Cl)c1	3	-2	2	-1	5	3	0	3	-0.1	2
CCc1ccc(C(C(=O)NCCOC)N(C(=O)Cn2nnc3ccccc32)c2cccnc2)cc1 (configuration not stated)	0	8	0	4	5	2	-8	-3	0.7	-4
O=C(NCc1cccnc1)C(=O)NCC1OCCCN1S(=O)(=O)c1ccc(Cl)cc1 (configuration not stated)	-4	0	3	-5	-1	5	0	10	0.9	6
O=Cc1ccc2c(c1)CCN2Cc1ccccc1	2	-4	-4	1	1	2	1	3	1.4	14
COc1ccc(C2C(C#N)=C(N)SC(N)=C2C#N)cc1OC	-7	-10	-4	0	-1	-11	14	-27	7.8	6
Cc1ccc(OCCSc2nc3ccccc3n2CCC(=O)O)c(C(C)C)c1	2	-3	-2	2	4	-7	8	2	-0.1	-1
COc1ccccc1NC(=O)CCc1nnc2ccc(NCc3ccco3)nn12	-2	7	-2	0	3	11	3	4	-3.2	3
O=C(NCCCN1CCCCCC1)c1cc2c(=O)oc3ccccc3c2s1	-5	-13	4	-17	-6	-7	16	-10	2.6	-14
Cc1ccccc1OCc1nnc(SCC(=O)Nc2ccc(N3CCOCC3)cc2)n1C	-3	8	0	2	7	10	-3	-4	0.6	4
CC1CCCC(NC(=O)c2cccs2)C1C (configuration not stated)	3	1	-5	1	-4	-6	-2	-2	2.0	5
NS(=O)(=O)c1ccc(NC(=O)Nc2ccc3c(c2)OCO3)cc1	3	7	-1	-1	6	-6	0	9	-4.1	4
CCc1c(O)nc(SCC(=O)Nc2nc3ccccc3s2)n(C2CCCCC2)c1=O	45*	0	-4	12	-7	2	40*	-4	0.0	12
COc1ccc(-c2sc3ccc(N4CCOCC4)cc3c2C#CCO)cc1	0	8	1	2	1	6	14	-2	-0.1	3
OC(CN1CCN(c2cccc(Cl)c2)CC1)c1ccc(F)cc1 (configuration not stated)	3	0	3	1	1	-1	-8	4	-0.9	-3
CCOc1c2ccc(C(=O)NCCc3cccs3)cc2nn1CC	4	-8	-2	0	-2	5	-3	-6	1.0	-1
O=C(COC(=O)C1CC2CCCC(C1)C2=O)NC(=O)c1ccc(OC(F)F)cc1 (configuration not stated)	4	3	-3	4	-15	-2	-3	-6	-1.8	-4
O=C(CSc1nc(Nc2ccccc2)nc(N2CCOCC2)n1)Nc1ccccc1Cl	-5	-1	-2	4	-4	6	3	-1	0.0	10
COc1ccc(COC(=O)c2cccc(S(=O)(=O)N3CCCC3)c2)cc1F	-2	-11	0	-3	-7	0	-6	2	0.0	-14
COc1ccc(-c2nnc(COc3ccc4ccccc4c3)o2)cc1OC	-3	-34	-1	2	-10	2	0	-8	-1.1	3
CCCc1nc2c(c(=O)c3ccccc3n2C)c(=O)n1-c1cc(C)cc(C)c1	1	-3	-6	-1	1	-2	-2	-6	0.8	1
Cc1ccc(-n2c(=O)c3ccccc3n(CC(=O)C(C)(C)C)c2=O)cc1	5	3	-5	-3	-3	-2	1	3	0.5	3
CCN(CC)c1ccc(C(=O)OCC(=O)NC(C)(C)C)cc1	-2	-1	5	4	-4	7	-8	7	0.5	-14
Cc1nnc(SCC(=O)N2CCN(S(=O)(=O)c3ccc(Cl)cc3)CC2)n(N)c1=O	3	0	-3	6	-3	0	2	3	-0.8	-2
COCCn1c(-c2ccc(OC(F)(F)C(F)C(F)(F)F)cc2)nc2c1c(=O)[nH]c(=O)n2CC(C)C (configuration not stated)	-2	-15	4	-3	-20	2	0	1	0.7	-11
C[C@H](CO)N1C[C@H](C)[C@@H](CN(C)S(=O)(=O)c2ccc(F)cc2)Oc2ncc(Br)cc2C1=O	4	.	0	-2	6	2	2	8	-0.9	4
CC(C)c1ccccc1OCC(=O)Nc1nnc(C2CC2)s1	4	-6	0	4	1	0	1	9	-0.3	9
Cc1ccc(N(C)C(=O)CCS(=O)(=O)c2cc3c(cc2Cl)NC(=O)CO3)cc1	5	-11	4	-4	4	-5	1	1	0.0	2
O=C(NCc1ccc2c(c1)OCO2)c1ccc2c(c1)OCCO2	-2	-3	-4	-5	2	3	0	3	0.3	1
(next part)
SMILES	PRMT1 FP inh	HTRA1 inhibitor	LEDGF integ inh	NR1D1 modulator	ABHD4 inh	TCR CD3 inh	rCAG RNA binder	SIAE inh	PG9 binder	TDP2 inh
CN(Cc1ccccc1NS(=O)(=O)c1ccc(Cl)cc1)C1CCCCC1	3	-1	0	-2	7	-9	-7	6	0.4	-4
Cc1[nH]c2ccccc2c1/C=N/NC(=O)CNC(=O)c1ccco1	0	.	4	5	-1	2	1	5	-4.9	7
O=C(Cc1ccc(Cl)cc1Cl)Nc1ccc(OC(F)F)c(Cl)c1	0	-19	-2	-4	-11	-2	-2	3	0.4	1
Cc1ccc2[nH]c(C(=O)O)c(NC(=O)c3ccccc3[N+](=O)[O-])c2c1	0	7	0	8	5	-4	9	5	0.0	5
CCc1ccccc1OCC(=O)Nc1ccc(C)c(S(=O)(=O)N2CCCCCC2)c1	1	-64	-2	-3	-36	-4	4	-44	1.7	-3
O=C(COC(=O)c1cnccn1)c1ccc(C2CCCCC2)cc1	2	-5	0	-4	-10	3	-4	-2	0.2	-2
Cc1nnc(SCC(=O)Nc2cc(S(=O)(=O)N3CCOCC3)ccc2C)s1	0	-2	-2	-4	0	-3	-1	-3	-0.6	-5
C=CCNC(=O)c1cc2nc(C3CC3)cc(C(F)F)n2n1	1	-2	3	-9	-2	-2	-1	-2	-0.2	-3
O=C(CCCc1ccccc1)Nc1nccs1	5	8	-4	-5	-7	-4	-4	-7	1.3	-7
Nc1ncnc(N2CCOCC2)n1	-1	3	1	2	-1	5	1	-4	-4.3	-7
CCOC(=O)c1sc(NC(=O)COC(=O)C(CCSC)NC(C)=O)nc1C (configuration not stated)	-2	4	1	-4	-2	7	1	-11	0.1	-11
O=C(C[C@@H]1C/C=C\CCC(=O)OC[C@H](Cc2ccccc2)NC1=O)N[C@@H](CO)Cc1ccccc1	-1	6	-1	3	4	9	-5	-3	1.8	-2
